High-throughput results (PubChem)
HEK293 tox: cytotoxicity in counter-screen for GLP-1R inverse agonists. HEK293 cAMP-luciferase reporter cells, luminescence, 24 h. Potency, µM (top dose mostly 38.3 µM), for the others: at the top dose activity change, negative = inhibition, most hits filed as inhibitors. 410,000 compounds, 0.13% hits. AID 624418;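 further: loss of luciferase light is scored as toxicity; potency means the concentration at half of the fitted maximal effect; on the % scale 0 is the no-effect control and ±100 the full control effect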
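Compound-treated cells are incubated 24 hr at 37 deg C under 5% CO2 after a 12 hour attachment period, then luciferase detection reagent is added and luminescence is measured following 12 min at room temperature; lowered signal indicates toxicity.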
WRN inhibitor: WRN helicase (human) inhibition; Q14191; WRN helicase unwinding, fluorescent forked duplex, kinetic; Potency, µM (series often up to 114 µM), for inactives: top-dose activity change, negative = inhibition, actives largely listed as inhibitors; 360,000 compounds, 0.46% hits; further: potency means the concentration at half of the fitted maximal effect; on the % scale 0 is the no-effect control and ±100 the full control effect; nearly all actives have a fitted effect of over 55% in size
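Kinetic red-fluorescence monitoring (525/598 nm) tracks WRN helicase activity after 100 nM fluorophore-quencher forked duplex and 2 mM ATP are added to 20 nM enzyme pretreated 15 min at room temperature with compound.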
DRD3 antagonist: D3 dopamine receptor (human) antagonism. P35462. D3R cells, DiscoveRx beta-arrestin luminescence, antagonist mode; active compounds read low. max response, negative = inhibition, %. 360,000 compounds, 2.5% hits; in the data active means max response below about -50%; inconclusive means no clear call, values can overlap the other calls; further: on the % scale 0 is the no-effect control and ±100 the full control effect; mostly tested at two doses, the higher about 12 µM
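Cells expressing the human receptor were seeded at 1500 cells/well, incubated overnight at 37 degrees C in 5% CO2, then exposed to library compounds with dopamine controls for 90 minutes at 37 degrees C before luminescent detection.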
GLP1R ag: activates the human GLP-1 receptor; P43220; HEK293 GLP-1R CRE-luciferase, luminescence, 4-6 h; cells express a hypersensitive GLP-1R form; Potency, µM (highest dose often 45.6 µM), for inactives: top-dose activation, most hits filed as activators; 380,000 compounds, 0.007% hits; further: potency means the concentration at half of the fitted maximal effect; % of control where 0% means no effect
Target sequence (P43220 whole entry, looked up): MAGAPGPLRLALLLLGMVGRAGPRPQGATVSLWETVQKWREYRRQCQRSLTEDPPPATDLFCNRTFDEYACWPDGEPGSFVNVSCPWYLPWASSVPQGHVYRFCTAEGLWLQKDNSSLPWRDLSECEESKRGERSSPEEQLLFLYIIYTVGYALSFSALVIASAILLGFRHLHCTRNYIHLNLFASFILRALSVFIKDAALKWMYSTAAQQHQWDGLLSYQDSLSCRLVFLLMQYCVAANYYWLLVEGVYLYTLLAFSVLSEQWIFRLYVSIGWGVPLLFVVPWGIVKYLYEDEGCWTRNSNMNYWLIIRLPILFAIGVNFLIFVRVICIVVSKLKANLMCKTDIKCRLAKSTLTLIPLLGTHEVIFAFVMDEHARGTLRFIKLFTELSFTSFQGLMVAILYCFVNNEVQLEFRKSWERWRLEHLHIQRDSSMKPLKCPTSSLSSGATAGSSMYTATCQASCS
IL-2 act: activators of IL-2; 360,000 compounds, 0.065% hits; activation, % (series mostly up to about 46 µM); IL-2 activation reporter assay, cell-based qHTS; stimulated with anti-CD3/CD4/CD28 beads; in transgenic mouse T cells; AID 652025; in the data active means activation above about 50%; inconclusive means mostly about 30% to 49%; further: 0% is about no effect
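EGFP and DsRed fluorescence is measured by plate cytometry in unstimulated transgenic mouse T cells exposed to compound for 60 minutes, then stimulated 18 hours at 37 degrees C with anti-CD3/anti-CD4 beads plus anti-CD28.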
DRD3 agonist: D3 dopamine receptor (human) agonism | P35462 | D3R DiscoveRx beta-arrestin cells, luminescence, 90 min | max activation, % | 410,000 compounds, 0.58% hits | AID 652048; in the data active means max activation above about 30%; further: 0% is about no effect; mostly tested at two doses, the higher about 12 µM
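Agonist mode: compounds and dopamine controls were applied to plated cells for 90 min at 37 degrees C after an overnight attachment at 1500 cells/well. Luminescent read-out followed 30 - 60 minutes at room temperature with DiscoveRx detection reagent.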
PLK1 PBD inh: PLK1 (human) polo-box domain binding inhibition. P53350. Plk1 PBD binding of FITC phosphopeptide, fluorescence polarization. Potency, µM, for inactives: max response, negative = inhibition, hits mostly inhibitors. 360,000 compounds, 2.8% hits; further: potency means the concentration at half of the fitted maximal effect; series mostly up to about 57 µM; on the % scale 0 is the no-effect control and ±100 the full control effect; nearly all actives have a fitted effect of over 65% in size
PI5P4K alpha inh: PI5P4K alpha (human) kinase inhibition; P48426; PI5P4Kalpha enzyme, ADP-Glo luminescence, 60 min; active compounds read low; max response, %; 330,000 compounds, 1.2% hits; active means max response of -50% or lower; inconclusive means between -30% and -50%; inactive means -30% or higher; further: value at the top dose of about 77 µM; on the % scale 0 is the no-effect control and ±100 the full control effect
Target sequence (P48426 whole entry, looked up): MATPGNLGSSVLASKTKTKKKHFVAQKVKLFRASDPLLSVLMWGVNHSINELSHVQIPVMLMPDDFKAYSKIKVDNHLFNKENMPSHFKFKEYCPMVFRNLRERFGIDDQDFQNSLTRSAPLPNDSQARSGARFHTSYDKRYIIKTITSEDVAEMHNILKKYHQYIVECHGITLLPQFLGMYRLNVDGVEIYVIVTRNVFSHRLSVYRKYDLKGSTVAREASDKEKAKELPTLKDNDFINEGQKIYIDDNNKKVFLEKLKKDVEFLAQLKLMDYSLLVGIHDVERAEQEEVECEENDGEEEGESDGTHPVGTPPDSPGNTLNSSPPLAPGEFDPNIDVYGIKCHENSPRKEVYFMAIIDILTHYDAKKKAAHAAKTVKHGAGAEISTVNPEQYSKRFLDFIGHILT
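Compounds were pin-transferred onto PI5P4Kalpha and substrate in HEPES pH 7.4 buffer with EGTA, CHAPS and 5% DMSO. ATP (5 microM final) started the reaction, which ran 60 minutes at room temperature before ADP-Glo detection.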
GLP-1R inv ag: acts as inverse agonist at human GLP-1 receptor; 410,000 compounds, 1.6% hits; Potency, µM (highest dose often 38.3 µM), without a hit: at the highest dose activity change, negative = inhibition, most hits filed as inhibitors; AID 624417; P43220; HEK293 GLP-1R CRE-luciferase, luminescence, 24 h; GLP-1R form is constitutively active; further: potency means the concentration at half of the fitted maximal effect; on the % scale 0 is the no-effect control and ±100 the full control effect; nearly all actives have a fitted effect of over 55% in size
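Stable HEK293 clone (constitutively active GLP-1R + cAMP-response luciferase); 200 cells/uL plated, 12 h pre-culture, compound 24 hr, 37 deg C/5% CO2; detection reagent 12 min RT; luminescence.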
* marks the source's active call; other numbers are inactive results; ? = inconclusive; . = not tested or not shown; & = joins results of further samples; [ ] = another dose, or the depositor's remark. Unless noted, the call rests on the fitted dose curve; in most records, active means well fitted curve in the direction sought with a large enough effect; inconclusive means small, poorly fitted or top-dose-only effect, or another doubt; inactive means no such curve, though single readings can be large; an effect the other way counts as inactive or inconclusive.

SMILES	PI5P4K alpha inh	PLK1 PBD inh	WRN inhibitor	DRD3 agonist	DRD3 antagonist	GLP1R ag	GLP-1R inv ag	IL-2 act	HEK293 tox
CCCOc1ccc(N2C(=O)CC(N(Cc3ccco3)C(=O)CCC(=O)O)C2=O)cc1 (configuration not stated)	0	0%	-4%	5	4	5%	9%	-1.1	3%
CCCCCC(=O)Nc1cc(S(=O)(=O)N2CCOCC2)ccc1Oc1ccc(OCC)cc1	16	-5%	-3%	2	-15	-3%	?	-4.5	-3%
CCOC(=O)c1c(N)n(-c2cccc(OC)c2)c2nc3ccccc3nc12	.	.	.	-6	.	5%	11%	.	26%
S=C(NC1CCCCCC1)NC1CCCC1	0	-13%	-5%	3	-3	11%	?	-4.0	?
Cc1ccc2nc(-c3cccnc3)cc(C(=O)N3CCN(c4ccc([N+](=O)[O-])cc4)CC3)c2c1	5	-7%	8%	9	36	1%	?	-0.5	11%
O=C(CN1C(=O)c2ccccc2S1(=O)=O)c1ccc2c(c1)OCCCO2	11	3%	-6%	10	9	-3%	-92%	-2.7	0%
CNc1nc(=O)n(C2CCCO2)cc1C (configuration not stated)	-14	-6%	2%	-7	7	7%	16%	-3.4	3%
COc1ccc(C2=NN(c3ccccc3)C(c3cn(CCC(=O)O)nc3-c3ccccc3)C2)cc1 (configuration not stated)	34	-7%	-23%	-3	-6	6%	4%	1.4	4%
CC(C)CN(C(=O)CSc1nn(-c2ccc(Cl)cc2)c(=S)s1)C1CCS(=O)(=O)C1 (configuration not stated)	1	-12%	4%	-6	-20	6%	?	-2.6	-22%
Cc1nnc(NC(=O)CSc2nnc(-c3ccco3)n2C(C)C)s1	1	-3%	-2%	1	1	-1%	14%	-0.1	5%
Nc1nc(N)c(Cc2ccc(Cl)cc2Cl)c(N)n1	1	0%	7%	6	11	14%	-23%	-0.9	-15%
O=[N+]([O-])c1cc2cccnc2c2ncccc12	-4	-18%	-2%	-7	-12	-2%	?	2.8	?
Cc1ccnc(OC(C(=O)O)C(OCc2ccccc2)(c2ccccc2)c2ccc(C(F)(F)F)cc2)n1 (configuration not stated)	-2	?	3%	11	24	-2%	10µM*	-0.4	15%
COc1ccc(/C=C/C(=O)NCc2cn(C)nc2C)cc1COc1ccc(Br)cc1	.	5%	-2%	-31	?	12%	0%	-0.4	-11%
COc1cc(-c2ccc3c(=O)c4ccccc4n(C)c3c2)cc(OC)c1OC	-3	-2%	-20%	68*	149	-2%	-28%	-0.9	0%
O=C(O)C(Oc1ccc2cc(-c3ccc(Cl)cc3)c(=O)oc2c1)c1ccccc1 (configuration not stated)	-1	42µM*	-9%	-1	-8	0%	17%	0.8	14%
CCOC(=O)COn1c(=O)c(-c2ccc(F)cc2)[n+]([O-])c2ccccc21	-5	-22%	-3%	0	-11	6%	14%	-4.0	2%
CC(C)Sc1nc2c(cnn2-c2ccccc2)c(=O)[nH]1	-1	-8%	1%	4	32	-4%	35%[activator]	-1.5	2%
CCC(C)N(C(=O)COc1ccc(Cl)c2cccnc12)C1CCS(=O)(=O)C1 (configuration not stated)	-5	-4%	-3%	2	12	13%	7%	0.3	-7%
CCN(CC)CCn1c(NCc2ccco2)nc2ccccc21	.	-2%	0%	-26	-16	3%	-7%	0.5	-3%
COc1cc(C(=O)N2CCN(S(=O)(=O)c3ccc(C(C)C)cc3)CC2)ccc1OCC(=O)N1CCOCC1	-3	-3%	-1%	0	4	1%	5%	1.0	2%
CC(C)NC(=O)N(C)C[C@H]1Oc2ccc(NS(=O)(=O)c3cn(C)cn3)cc2C(=O)N([C@H](C)CO)C[C@@H]1C	-6	-15%	7%	-4	13	0%	10%	-0.5	?
O=C(CSc1nnc(-c2ccco2)n1Cc1ccco1)N1CCOCC1	.	-9%	-15%	2	-11	5%	25%	-1.4	-8%
NC(=O)C1CCN(C(=O)COc2ccc3c4c(c(=O)oc3c2)CCC4)CC1	1	-8%	1%	-10	-16	3%	5%	0.3	-2%
CN(C(=O)c1cc2c(s1)-c1ccccc1S(=O)(=O)C2)c1ccccc1	2	3%	-5%	-7	13	25%	21%	-2.4	-23%
O=C(c1ccco1)N1CCN(c2nc(C3CC3)nc3sc4c(c23)CCCC4)CC1	.	-24%	-17%	0	-11	9%	-21%	-3.0	?
COc1ccc(C(C(=O)NC(C)(C)C)N(CCO)C(=O)CCC(=O)Nc2cc(C)on2)cc1 (configuration not stated)	3	-13%	0%	0	0	0%	4%	0.6	-13%
O=C(COC(=O)c1cnccn1)c1ccc(Br)cc1	0	-4%	1%	-2	-20	-8%	24%	3.4	-11%
NC(=O)c1c(NC(=O)C2CCCO2)sc2c1CCCCC2 (configuration not stated)	?	11µM*	?	2	10	25%	17%	0.1	-1%
CCOc1ccc(/C=N/Nc2nc(N3CCCC3)nc(N3CCCC3)n2)cc1OC	.	1%	-12%	21	12	12%	3%	-1.2	3%
CN(CCc1ccccn1)C(=S)Nc1cccc(S(=O)(=O)N(C)C)c1	-2	-14%	-5%	3	10	4%	-1%	-0.3	?
O=C(NCCCN1CCOCC1)c1ccc(S(=O)(=O)Nc2ccccc2F)cc1	1	-13%	8%	-17	9	-9%	?	-1.8	1%
O=C(CSc1nnc(-c2cccs2)n1Cc1ccco1)Nc1ccc2c(c1)OCO2	0	-3%	-1%	1	-2	?	?	2.2	-9%
C=CCn1c(SCc2nc3scc(-c4ccccc4)c3c(=O)[nH]2)nnc1-c1ccccc1F	?	-1%	-11%	3	-7	-1%	?	-2.9	17%
O=S(=O)(NCC1CCCO1)c1ccccc1 (configuration not stated)	0	-3%	-1%	-8	-20	-5%	13%	0.1	2%
CC(C)CN(C)C(=O)CC1C(=O)NCCN1C (configuration not stated)	2	-14%	-4%	6	-15	1%	7%	-2.7	-5%
C[n+]1ccccc1/C=N/O	11&-1	2%&-1%	4%	6&5&5	1&10	15%&-5%	10%&-10%	-0.2&0.4	4%&1%
Cn1c(=O)c2[nH]c(C3CC4CCC3C4)nc2n(C)c1=O (configuration not stated)	-2	-12%	4%	-5	19	10%	13%	-4.2	42%
COCc1c(C(=O)OCC(=O)Nc2ccc(OC(F)F)cc2)oc2ccccc12	16	-10%	3%	-1	?	11%	-25%	-0.3	1%
CCC(Cc1ccccc1)NS(=O)(=O)c1ccc2c(c1)NC(=O)CS2 (configuration not stated)	-1	-5%	-6%[57.1 µM]	34*	18	5%	?	-2.2	-22%
CC1=C(C(=O)N(C(C)C)C(C)C)CC(CC(=O)NCc2cccc3ccccc23)C(=O)N1Cc1ccc(C(C)(C)C)cc1 (configuration not stated)	1	4%	-15%	-5	-17	-1%	?	-0.9	-19%
COc1cccc(C(=O)NNC(=O)c2ccccc2-n2cccc2)c1	-4	-8%	2%	-5	12	0%	1%	2.3	1%
O=S1(=O)CC(N2CCSCC2)CN1Cc1cn(Cc2cccc(C(F)(F)F)c2)nn1 (configuration not stated)	6	5%	4%	5	27	-3%	26%	3.7	2%
Brc1ccc(CN2CC[C@H]3C=CCc4cccc(c43)C2)cc1	-7	2%	9%	-69	-107*	7%	?	-0.4	-22%
Cc1ccc(OCC(=O)NCCNC(=O)c2ccco2)cc1C	3	-8%	19%	-1	10	10%	0%	0.6	-5%

2 successive records already listed, quoted:
SMILES	PI5P4K alpha inh	PLK1 PBD inh	WRN inhibitor	DRD3 agonist	DRD3 antagonist	GLP1R ag	GLP-1R inv ag	IL-2 act	HEK293 tox
Brc1ccc(CN2CC[C@H]3C=CCc4cccc(c43)C2)cc1	-7	2%	9%	-69	-107*	7%	?	-0.4	-22%
Cc1ccc(OCC(=O)NCCNC(=O)c2ccco2)cc1C	3	-8%	19%	-1	10	10%	0%	0.6	-5%

(more compounds)
SMILES	PI5P4K alpha inh	PLK1 PBD inh	WRN inhibitor	DRD3 agonist	DRD3 antagonist	GLP1R ag	GLP-1R inv ag	IL-2 act	HEK293 tox
CC(C)C(C(=O)Nc1ccc(N2CCOCC2)cc1)N1C(=O)c2ccccc2C1=O (configuration not stated)	.	-2%	0%	6	-24	-3%	1%	-1.1	2%
CC(=O)N1CCCc2cc(S(=O)(=O)N3CCCC(C)C3)ccc21 (configuration not stated)	0	-2%	-1%	8	2	5%	24%	-1.0	9%
Cc1cc(NC(=O)c2ccc(Cl)cc2)c(C(C)C)cc1O	1	-2%	6%	6	1	-8%	0%	3.2	5%
O=C1c2ccccc2/C(=C\c2ccc3[nH]ccc3c2)N1c1ccccc1	-4	-9%	-4%	-9	0	-2%	1%	-1.7	-4%
CC(C)CNS(=O)(=O)c1ccc(CCC(=O)N2CCN(Cc3ccccc3)CC2)cc1	1	-4%	8%	2	8	-1%	-17%	-3.3	-7%
CCOc1ccc(C(=O)COC(=O)CC)cc1	5	-10%	2%	-16	-5	-16%	25%	-0.6	55%[activator]
O=C(NCCCn1ccnc1)C1CCCN(S(=O)(=O)c2cc(Cl)ccc2Cl)C1 (configuration not stated)	-5	-9%	-2%	-5	-9	4%	?	0.2	17%
C=CCNC(=O)CN1C(=O)NC(C)(c2ccc(OC)cc2)C1=O (configuration not stated)	5	-2%	-17%	0	-6	-1%	-2%	2.5	-7%
COCCN(C(=O)COC(=O)C1(c2ccccc2)CC1)c1c(N)n(CC(C)C)c(=O)[nH]c1=O	-6	-6%	3%	-14	-10	2%	-8%	-5.1	1%
O=C(NC(N1CCOCC1)C(Cl)(Cl)Cl)c1ccc(Br)cc1 (configuration not stated)	-3	-9%	3%	-1	-6	6%	-3%	-3.8	3%
O=C(NCCN1CCOCC1)C1CCC(=O)N1Cc1ccccc1Cl (configuration not stated)	-7	3%	-1%	3	-7	0%	1%	-0.1	-15%

Compounds as they come. About 7.8% of those tested had a hit in this group.
